MITF TRPM1 HTS: activators of MITF-driven TRPM1 promoter reporter, primary screen, cell-based, SK-MEL-5, luciferase, single point; activation, % at 12.5 µM; 300,000 compounds, 0.75% hits; SK-MEL-5 TRPM1-promoter luciferase, 24 h; % of positive control, neutral wells = 0;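 active = mean activation of at least 80% with every replicate also reaching 80%; inconclusive = mean reaches 80% but some replicate falls short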;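 also: 0% = neutral control wells and 100% = parthenolide positive control wells; values of inactives mirror those of a sister screen read the other way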
PvdQ inh: P. aeruginosa PvdQ acylase inhibitors, primary screen, biochemical, fluorescence, plate reader and imaging, single point; inhibition, % at 10 µM; 340,000 compounds, 0.063% hits; purified PvdQ acylase; in the data active = inhibition above about 30%, passing the limit was not always enough; inconclusive = no clear call, values can overlap the other calls;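 also: 0% = vehicle neutral wells and 100% = reference inhibitor wells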
CDK5 inh: inhibitors of human CDK5/p35 kinase, primary screen, biochemical, single concentration; Recombinant CDK5/p35, ADP-Glo luminescence, 60 min; inhibition, % at 10 µM; 330,000 compounds, 0.01% hits; AID 488839, 2010;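 active = highest replicate inhibition of at least 50% and at least 75% of replicates reaching 50%; inconclusive = only one of the two criteria met; inactive = both criteria failed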;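 also: plate controls were DMSO neutral control for no effect and GW8510 at 10 µM for full effect; many of its hits are not listed in these tables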
SR-BI DiI inh: inhibitors of SR-BI mediated HDL lipid uptake, primary screen, ldlA[mSR-BI] cells, fluorescence, single point; AID 488896, 2010; 320,000 compounds, 0.96% hits; ldlA[mSR-BI] CHO cells, DiI-HDL uptake fluorescence, 3 h; inhibition, % at 12.5 µM;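 active = mean replicate inhibition of at least 70% and a set share of replicates each scoring 70 or more; inconclusive = meets just one of the two criteria; inactive = fails both criteria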;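 also: 0% = median of neutral control wells and 100% = median of positive control wells; values of inactives mirror those of a sister screen read the other way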
Target sequence (Q61009 whole entry, looked up): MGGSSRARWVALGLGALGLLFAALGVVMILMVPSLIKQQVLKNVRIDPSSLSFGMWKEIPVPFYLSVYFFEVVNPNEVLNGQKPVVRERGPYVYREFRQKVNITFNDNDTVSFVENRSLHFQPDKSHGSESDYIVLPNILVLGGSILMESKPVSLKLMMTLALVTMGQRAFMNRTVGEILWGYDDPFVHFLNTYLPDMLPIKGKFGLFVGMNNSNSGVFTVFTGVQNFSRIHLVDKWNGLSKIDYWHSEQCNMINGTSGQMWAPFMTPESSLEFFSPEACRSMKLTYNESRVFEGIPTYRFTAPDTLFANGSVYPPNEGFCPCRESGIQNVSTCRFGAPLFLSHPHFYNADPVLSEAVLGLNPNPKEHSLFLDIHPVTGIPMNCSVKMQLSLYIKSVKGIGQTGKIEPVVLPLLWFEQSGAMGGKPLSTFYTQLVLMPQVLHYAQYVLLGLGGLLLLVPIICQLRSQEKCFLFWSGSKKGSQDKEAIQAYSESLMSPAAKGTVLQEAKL
HTR5A ag ctr: HTR5A agonists in luminescence cell assay, primary screen, counter-screen for OPRM1-OPRD1 heterodimer agonist project, full-deck HTS | 5-hydroxytryptamine receptor 5A (Homo sapiens), P47898 | cell-based | activation, % at 9.3 µM | 340,000 compounds, 0.61% hits | AID 504692, 2011; in the data active = activation mostly above about 9.5%, no sharp cut-off; inactive = mostly below about 7.6%;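 also: 0% = cells with vehicle only and 100% = reference agonist; strong numbers were not always called active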
HTR5A inv ag: HTR5A inverse agonists in luminescence cell assay, primary screen, counter-screen for OPRM1-OPRD1 heterodimer inverse agonist project, full-deck HTS. inhibition, % at 9.3 µM. HTR5A cell line, inverse agonism. 340,000 compounds, 0.083% hits. 5-hydroxytryptamine receptor 5A (Homo sapiens), P47898. AID 504634, 2011; in the data active = inhibition mostly above about 23%, no sharp cut-off; inactive = mostly below about 18%;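 also: 0% = cells with DMSO and 100% = no-cell wells with DMSO; some compounds called inactive have numbers as strong as hits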
V-ATPase pH: regulators of yeast V-ATPase proton pumping, primary screen, pHLuorin cytosolic pH fluorescence; S. cerevisiae; response, % at 10 µM; 350,000 compounds, 0.37% hits; in the data active = response mostly above about 7.3%, no sharp cut-off; inactive = mostly below about 5.4%; also: actives read high; inactives centre near 0; some compounds called inactive have numbers as strong as hits; reference of the scale not given here
NSD2 HMT inh: NSD2 histone methyltransferase inhibitors, primary screen, biochemical, AlphaScreen, single concentration, set 2 | Histone-lysine N-methyltransferase NSD2 (Homo sapiens), O96028 | AID 743445, 2014 | inhibition, % at 12.5 µM | 310,000 compounds, 0.54% hits | NSD2 peptide methylation, 120 min; in the data active = inhibition above about 50%
Wnt bcat act: Wnt/beta-catenin pathway activators, primary screen, cell-based, plate reader, single point. activation, % at 9.35 µM. Wnt/beta-catenin reporter cell assay, activator. 300,000 compounds, 1.2% hits; in the data active = activation above about 30%, passing the limit was not always enough; inconclusive = no clear call, values can overlap the other calls;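 also: 0% = neutral control wells and 100% = positive control wells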
dFosB act: activators of delta FosB homodimer, primary screen, biochemical, fluorescence polarization, TAMRA-CDK5 oligo, single point | Protein FosB (Mus musculus), P13346 | purified delta FosB; percent of positive-control signal above neutral wells | activation, % at 25 µM | 340,000 compounds, 0.99% hits | AID 493131, 2011;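 active = mean activation above about 17%, with every replicate also reaching it, limit read from the data, passing the limit was not always enough; inconclusive = only one of the two conditions met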;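 also: fluorescence polarization rise as delta FosB binds a TAMRA Cdk5 AP-1 oligo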
Target sequence (P13346 whole entry, looked up): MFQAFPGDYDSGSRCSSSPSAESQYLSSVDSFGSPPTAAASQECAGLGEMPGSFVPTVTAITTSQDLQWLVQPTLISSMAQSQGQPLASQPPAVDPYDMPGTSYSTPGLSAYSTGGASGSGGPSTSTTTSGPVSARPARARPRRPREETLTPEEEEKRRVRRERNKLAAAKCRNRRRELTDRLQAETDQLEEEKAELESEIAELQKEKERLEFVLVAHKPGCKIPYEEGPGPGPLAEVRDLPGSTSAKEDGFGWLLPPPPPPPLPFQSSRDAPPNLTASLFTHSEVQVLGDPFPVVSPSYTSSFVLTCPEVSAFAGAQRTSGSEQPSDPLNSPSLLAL
Active calls of the source: *; ? = inconclusive; . = not tested or not shown.

SMILES	MITF TRPM1 HTS	PvdQ inh	CDK5 inh	SR-BI DiI inh	HTR5A ag ctr	HTR5A inv ag	V-ATPase pH	NSD2 HMT inh	Wnt bcat act	dFosB act
CCOC(=O)C1(CCOc2ccccc2)CCN(CC=C(C)C)CC1	1	-11	-2.8	-21	-3	9	-4	-1	-2	-5
CCOc1ccc(CSC2=NCCN2)cc1[N+](=O)[O-]	2	0	-0.4	16	-1	3	-2	1	7	-4
Cc1cccc(-c2cccc(NC(=O)C3CCCN(C(=O)c4cccnc4)C3)c2)c1 (stereo not drawn)	-6	-17	-1.0	50	6	-3	-2	4	1	-12
Cc1nn(CC(=O)Nc2ccc(Cl)cn2)c(C)c1[N+](=O)[O-]	0	3	0.7	31	0	-1	2	-5	1	4
CCOC(=O)C1CCCN(c2c(NCc3ccco3)c(=O)c2=O)C1 (stereo not drawn)	.	1	2.4	-20	7	-22	-2	.	-2	2
COc1cccc(NS(=O)(=O)c2ccc3c(c2)C2C=CCC2C(c2ccc(C(=O)O)cc2)N3)c1 (stereo not drawn)	-5	-2	.	22	-3	8	-2	.	-1	-12
CC(C)(C)NC(=O)CN(Cc1ccc2c(c1)OCO2)C(=O)CCC(=O)Nc1nccs1	-2	-16	-0.8	-4	-3	8	-3	1	-2	-9
O=C(Nc1nc2ccc([N+](=O)[O-])cc2s1)C1CCCO1 (stereo not drawn)	37	10	-0.3	-23	-2	25	-3	-1	?	1
Cc1c(C(=O)N2CCCCC2)c(S(=O)(=O)Nc2cccc(Br)c2)c(C)n1C	-9	-8	-1.5	-7	0	0	0	2	-3	-6
O=C(CN1CCc2ccccc2C1)Nc1ccc(OC(F)(F)F)cc1	-3	12	1.9	15	1	-4	-1	-1	13	-2
C=CCn1c(CCc2ccc(OC(C)C)cc2)n[nH]c1=S	18	-10	2.3	35	-1	1	1	0	18	-5
Cc1ccc(S(=O)(=O)N2CCCCC2CCNC(=O)C(=O)NC2CC2)cc1 (stereo not drawn)	-8	-9	0.5	-12	-2	5	9	-2	0	3
CCCCOc1ccc(-c2nnc(-c3ccco3)o2)cc1	30	-14	-3.6	-1	2	-2	0	-2	47*	-8
O=S(=O)(Cc1cc(N2CCOCC2)nc(-c2ccccn2)n1)c1ccccc1	-39	2	1.5	-23	1	-3	0	-7	-1	2
N#C/C(=N\Nc1ccc(F)cc1)C(=N)N1CCCCCC1	75	-2	1.2	17	-3	14	0	1	-3	3
COc1ccc(C(=O)Nc2ccc(Cl)c(S(=O)(=O)Nc3ccccc3OC)c2)cc1	-26	-9	-1.1	49	6	-50	1	-1	-5	-6
CN(C)CCCOC(=O)c1cc2ccccc2o1	6	-5	1.4	-12	2	-6	7	2	.	-4
COCCCNC(=S)NNC(=S)Nc1ccccc1	.	-1	0.9	3	.	.	-1	-3	42*	7
ClCCn1cnc2c(SCc3ccccc3)ncnc21	138*	-6	0.4	2	0	1	-2	.	11	-6
O=C(C1=COCCO1)N1CCN(S(=O)(=O)c2cccc(Cl)c2Cl)CC1	.	-2	0.3	-7	5	11	1	-4	-2	-4
Cc1ccc(C2=NN(C)c3nc4ccccc4n3C2)cc1	-2	-21	0.3	26	-4	9	0	-8	.	-11
Cc1oc(-c2ccccc2Cl)nc1Cn1cccc1C1=NC(c2ccccc2)CO1 (stereo not drawn)	-4	-15	1.1	2	5	-12	-2	-3	-7	-7
Cc1ccc(C(=O)NCc2ccco2)o1	-14	-18	-2.1	-17	1	-4	-1	9	0	1
COc1ccc(CNC(=O)CCS(=O)(=O)c2ccc3c(c2)CCN3C(C)=O)cc1	4	-13	2.1	-9	-1	6	0	-3	-1	-3
COc1cc2c(cc1OC)CN(C(=O)Cc1ccccc1)CC2	-7	-9	0.1	-2	1	-2	-1	6	0	-4

Compound profiles (already shown). Order of values: MITF TRPM1 HTS | PvdQ inh | CDK5 inh | SR-BI DiI inh | HTR5A ag ctr | HTR5A inv ag | V-ATPase pH | NSD2 HMT inh | Wnt bcat act | dFosB act
COc1cc2c(cc1OC)CN(C(=O)Cc1ccccc1)CC2 is listed as -7 | -9 | 0.1 | -2 | 1 | -2 | -1 | 6 | 0 | -4
CCCCOc1ccc(-c2nnc(-c3ccco3)o2)cc1 is listed as 30 | -14 | -3.6 | -1 | 2 | -2 | 0 | -2 | 47* | -8
ClCCn1cnc2c(SCc3ccccc3)ncnc21 is listed as 138* | -6 | 0.4 | 2 | 0 | 1 | -2 | . | 11 | -6
CN(C)CCCOC(=O)c1cc2ccccc2o1 is listed as 6 | -5 | 1.4 | -12 | 2 | -6 | 7 | 2 | . | -4
CCOC(=O)C1CCCN(c2c(NCc3ccco3)c(=O)c2=O)C1 (stereo not drawn) is listed as . | 1 | 2.4 | -20 | 7 | -22 | -2 | . | -2 | 2

Part of the list above in order of length of the SMILES, low to high.
SMILES	MITF TRPM1 HTS	PvdQ inh	CDK5 inh	SR-BI DiI inh	HTR5A ag ctr	HTR5A inv ag	V-ATPase pH	NSD2 HMT inh	Wnt bcat act	dFosB act
Cc1ccc(C(=O)NCc2ccco2)o1	-14	-18	-2.1	-17	1	-4	-1	9	0	1
ClCCn1cnc2c(SCc3ccccc3)ncnc21	138*	-6	0.4	2	0	1	-2	.	11	-6
Cc1oc(-c2ccccc2Cl)nc1Cn1cccc1C1=NC(c2ccccc2)CO1 (stereo not drawn)	-4	-15	1.1	2	5	-12	-2	-3	-7	-7

(listing goes on)
SMILES	MITF TRPM1 HTS	PvdQ inh	CDK5 inh	SR-BI DiI inh	HTR5A ag ctr	HTR5A inv ag	V-ATPase pH	NSD2 HMT inh	Wnt bcat act	dFosB act
NS(=O)(=O)c1ccc(CCNC(=O)C(=O)Nc2cc3c4c(c2)CC(=O)N4CCC3)cc1	10	-12	2.1	7	-3	7	-3	1	0	-15
Cc1nc(Oc2ccccc2)c2oc3ccccc3c2n1	14	-10	3.0	2	1	14	4	-1	-4	-26
COc1ccc2ccccc2c1CN(C)Cc1ccccc1	3	13	1.9	-9	1	-13	4	-2	-3	-5
O=C(Cc1cc(=O)oc2cc(O)ccc12)N[C@@H](Cc1c[nH]c2ccccc12)C(=O)O	-21	-4	-0.2	-26	-1	5	-2	0	10	2
O=C1NC(=O)C(Cc2c[nH]c3ccccc23)N1 (stereo not drawn)	-7	-14	1.2	-11	2	14	1	-1	0	-4
Cc1cc([N+](=O)[O-])nn1CC(=O)N/N=C/c1ccccc1Br	.	-7	0.7	-3	0	-7	-3	4	-2	-8
Cc1cc(C)c(S(=O)(=O)NC(CC(=O)O)c2cccc([N+](=O)[O-])c2)c(C)c1 (stereo not drawn)	-1	8	-0.4	-6	1	-3	-2	2	0	-7
C=C(CN(C)C)C(=O)c1ccc(C)cc1C	.	-15	1.2	85*	1	-5	4	1	-2	-5
COc1nccnc1NS(=O)(=O)c1ccc(NC(=S)NC(=O)/C=C/c2ccccc2)cc1	-11	13	0.1	-7	-3	18	0	12	-7	0
COc1ccc(C(=O)COC(=O)c2ccccc2C(=O)N(C)c2ccccc2)c(OC)c1	54	6	-1.9	48	3	-7	-5	0	6	-13
CCC1(CC)C(C#N)C(=O)NC(=O)C1C#N (stereo not drawn)	-4	-9	-1.2	-21	4	-18	2	0	0	-7
Cc1ccc(-c2nc(CS(=O)(=O)CC(=O)N3CCOCC3)c(C)o2)cc1	-3	-7	.	8	-2	-15	-2	0	-3	-9
CC1(C)C(CC(=O)O)CC1C(=O)O (stereo not drawn)	7	-14	0.7	-20	2	-8	-3	-3	0	1
COC(=O)C1=C(C)N(Cc2ccccc2)C(=S)N[C@H]1c1ccc(Br)cc1	-7	-13	-0.8	4	-1	-22	0	.	-4	-4
CCCN(CCC)S(=O)(=O)c1ccc2c(c1)CCCN2C(C)=O	-2	-4	-1.3	.	6	-11	-1	1	.	-4
Cc1ccc2oc(C(=O)N(Cc3ccccc3)C3CCS(=O)(=O)C3)c(C)c2c1 (stereo not drawn)	1	-6	-0.9	22	1	-10	0	1	4	-5
CCOC(=O)C1CCN(C(=O)c2oc3ccc(S(=O)(=O)N4CCCCCC4)cc3c2C)CC1	10	-11	1.3	10	-1	7	2	.	-5	-4
Cc1ccc([C@@H]2CC=C(C(=O)O)[C@H](c3ccc(Cl)cc3)N2S(=O)(=O)c2ccc(C)cc2)cc1	15	-13	-3.3	-14	4	-11	3	.	1	-15
CCOC(=O)C(=NC1CCS(=O)(=O)C1)NNc1ccccc1Cl (stereo not drawn)	-1	-7	-1.6	25	3	-9	-1	3	9	5
COc1ccc(CC(=O)NNS(=O)(=O)c2ccc3ccccc3c2)cc1OC	1	-12	1.4	2	4	4	0	0	0	2
COc1cccc(C(=O)Nc2cc(C(=O)NCCc3ccccc3)ccc2Cl)c1	44	-11	0.1	52	-3	7	3	-2	0	-5
CCOc1ccc(-n2c(SCC(N)=O)nnc2-c2ccco2)cc1	.	-16	1.2	-32	1	-4	-1	-1	0	-8
CC(C)C[C@H]1COCCS(=O)(=O)N1Cc1cccc(C(F)(F)F)c1	-5	-8	0.3	3	0	-12	-3	.	-3	-2
CC(=O)NCCn1c(SCC(=O)NCCc2ccc(S(N)(=O)=O)cc2)nc2ccccc2c1=O	-7	-17	-0.5	-11	5	-23	-2	0	-2	-1
CCc1c(C)nc(N2CCN(c3cccc(OC)c3)CC2)[nH]c1=O	-3	-16	0.4	7	7	6	-2	-1	0	-12
CCOC(=O)C1CCCN(c2c(NCCN3CCCCC3CC)c(=O)c2=O)C1 (stereo not drawn)	4	-4	-0.4	3	-1	4	5	.	1	-6
CCCCN1C(=O)N(c2ccccc2Cl)C(C)(O)CC1(C)C (stereo not drawn)	-5	7	-0.5	15	6	-22	-3	1	-3	-7
O=c1[nH]ncn2cccc12	-2	-6	2.3	-17	-3	7	-2	-11	1	8
CCOc1ccc(/C=C2/C(=N)N3OC(C)=CC3=NC2=O)cc1OC	-6	-13	-0.4	-86	-3	9	-4	-1	-8	0

Reprinted at random: three compounds from above, in no set order.
SMILES	MITF TRPM1 HTS	PvdQ inh	CDK5 inh	SR-BI DiI inh	HTR5A ag ctr	HTR5A inv ag	V-ATPase pH	NSD2 HMT inh	Wnt bcat act	dFosB act
CCOC(=O)C1CCCN(c2c(NCCN3CCCCC3CC)c(=O)c2=O)C1 (stereo not drawn)	4	-4	-0.4	3	-1	4	5	.	1	-6
CC1(C)C(CC(=O)O)CC1C(=O)O (stereo not drawn)	7	-14	0.7	-20	2	-8	-3	-3	0	1
CCc1c(C)nc(N2CCN(c3cccc(OC)c3)CC2)[nH]c1=O	-3	-16	0.4	7	7	6	-2	-1	0	-12

Source: PubChem (several laboratories)
